GalR3 antag = blocks the human galanin receptor 3 | O60755 | HEK293 GalR3-CNG cAMP membrane potential fluorescence; galR3 body fused to GalR1 C-terminus | inhibition, % at 3 µM | actives 0.44% (n = 360,000) | AID 651719;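 active = inhibition above the screen-wide average plus 3 SD, cut at about 13% in these data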;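 note: forskolin and galanin both at EC90 stimulate the cells; cAMP rise reported by CNG channel membrane potential dye signal; 0% = forskolin plus galanin with DMSO and 100% = forskolin alone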
CHRM4 PAM = CHRM4 positive allosteric modulation. P08173. CHO-K1 hM4/Gqi5, Fluo-8 calcium fluorescence, ACh EC20; 0% = ACh EC20, 100% = maximal ACh. activation, % at 3 µM. actives 0.4% (n = 360,000). AID 624126;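 active = activation above its plate's cutoff, the mean activation of sample wells plus 3 SD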; note: some results filed as inactive read as strong as hits
IDE cell inh = inhibitors of human insulin-degrading enzyme in cells; HEK cells, FAbetaB cleavage, fluorescence polarization; inhibition, % at 5.59 µM; actives 0.41% (n = 320,000); AID 434962;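 active = percent inhibition above the average of all tested compounds plus 3 SD, set per screening campaign, cut at about 16% in these data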;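 note: IDE supplied by intact live HEK cells; FP after avidin binding of uncleaved biotin substrate so inhibition keeps polarization high; 0% = DMSO wells and 100% = 60 µM reference IDE inhibitor Ii1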
Target sequence (P14735 whole entry, looked up): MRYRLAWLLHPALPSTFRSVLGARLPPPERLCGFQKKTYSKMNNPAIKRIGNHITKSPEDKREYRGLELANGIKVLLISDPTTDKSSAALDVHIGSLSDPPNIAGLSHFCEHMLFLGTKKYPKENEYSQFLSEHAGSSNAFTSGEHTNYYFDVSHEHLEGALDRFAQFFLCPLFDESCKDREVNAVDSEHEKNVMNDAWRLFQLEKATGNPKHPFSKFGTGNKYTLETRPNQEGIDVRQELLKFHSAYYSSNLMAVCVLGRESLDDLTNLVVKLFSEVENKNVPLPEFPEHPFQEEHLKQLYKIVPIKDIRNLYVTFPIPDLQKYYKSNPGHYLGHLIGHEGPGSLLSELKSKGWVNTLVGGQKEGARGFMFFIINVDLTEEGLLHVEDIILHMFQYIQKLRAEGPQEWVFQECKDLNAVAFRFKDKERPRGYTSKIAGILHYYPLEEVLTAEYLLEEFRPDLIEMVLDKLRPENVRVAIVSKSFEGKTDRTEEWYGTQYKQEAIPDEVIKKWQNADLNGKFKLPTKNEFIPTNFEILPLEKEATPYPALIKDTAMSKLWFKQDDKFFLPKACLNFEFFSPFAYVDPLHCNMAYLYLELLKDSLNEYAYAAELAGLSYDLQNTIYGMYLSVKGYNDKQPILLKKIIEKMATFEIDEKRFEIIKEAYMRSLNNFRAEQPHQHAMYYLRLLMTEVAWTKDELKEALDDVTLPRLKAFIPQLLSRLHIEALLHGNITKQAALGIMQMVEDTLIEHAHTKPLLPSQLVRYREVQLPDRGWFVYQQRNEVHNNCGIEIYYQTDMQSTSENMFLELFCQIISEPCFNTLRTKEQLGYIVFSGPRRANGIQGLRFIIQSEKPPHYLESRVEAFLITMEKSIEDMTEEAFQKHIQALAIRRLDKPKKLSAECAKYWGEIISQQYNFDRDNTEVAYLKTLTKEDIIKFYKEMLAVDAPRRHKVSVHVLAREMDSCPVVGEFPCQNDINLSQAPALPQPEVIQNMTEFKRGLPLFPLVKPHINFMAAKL
pCIP destab = lowers stability of the mouse p/CIP coactivator protein; Q05BA5; decrease of EGFP signal, % at 10 µM; actives 0.01% (n = 290,000); AID 1984; F442A p/CIP-EGFP cells, EGFP fluorescence, 16 h;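 active = EGFP signal decrease of at least 30% at 10 µM or well 3 SD below plate mean, unless failing retest; inactive = the rest, including hits failing retest or dose response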; note: some compounds called inactive have numbers as strong as hits; many of its hits are not listed in these tables
CRFR2-BP antag = antagonists of CRF-binding protein/CRF-R2 receptor complex. HEK293 CRF-R2/CRF-BP, CRF-induced calcium fluorescence. inhibition, % at 11.8 µM. actives 0.59% (n = 350,000). AID 588475;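 active = inhibition of the ligand-induced calcium signal above about 50% at the single tested concentration, limit read from the data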
CRFBP-R2 agonist = CRF-BP/CRF-R2 complex agonism | HEK293 CRF-R2/CRF-BP, calcium dye fluorescence (FLIPR); percent of saturating CRF peptide response | activation, % at 13.2 µM | actives 0.46% (n = 350,000);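 active = activation of at least 50%, plus an integration ratio under a set limit after plate pattern correction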;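 note: plate controls were neutral control wells without compound for no effect and CRF at EC100 for full effect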
MEKK3 PB1 HTS = modulators (inhibitors or enhancers) of MEK5 binding to human MEKK3 PB1 domain. Q99759. bead-based flow cytometry, Alexa488-MEK5 binding to MEKK3; actives lie on both sides; 0 = blocked by unlabeled MEK5, 100 = vehicle. binding response (% of control), % at 10 µM. actives 1.4% (n = 290,000);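 active = binding response more than 3 SD above or below the average of its plate-row segment, actives on both sides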;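 note: Alexa488 bead fluorescence after subtracting the streptavidin-only scavenger bead signal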
IDE act = boosts human insulin-degrading enzyme activity in HEK cells | activation, % at 5.96 µM | FAbeta-B cleavage, fluorescence polarization; 0% vehicle, 100% cell-free pure enzyme wells | actives 0.073% (n = 340,000) | P14735;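 active = activation above the mean of all tested compounds plus 3 SD, set per screening campaign, cut at about 17% in these data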
PHOSPHO1 block = PHOSPHO1 (human) inhibition; inhibition, % at 13.3 µM; actives 1.1% (n = 290,000); recombinant PHOSPHO1, absorbance phosphatase assay; in the data active = inhibition above about 60%
Starred values were filed as active, the others as inactive; · = no result given.

The first 2 records (preview)
Under each structure – GalR3 antag | CHRM4 PAM | IDE cell inh | pCIP destab | CRFR2-BP antag | CRFBP-R2 agonist | MEKK3 PB1 HTS | IDE act | PHOSPHO1 block
1) CCOC(=O)N1CCN(C(=O)CSc2ccc3nnc(CCNC(=O)c4ccccc4)n3n2)CC1
→ 1 | 16 | -2 | -2 | -9 | -1.0 | 101 | 2 | -17
2) C=CCCN(Cc1ccccc1)S(=O)(=O)c1cc(Br)ccc1Br
→ -9 | -8 | 4 | · | 6 | -0.1 | · | 2 | ·

The list itself, from the start:
Under each structure – GalR3 antag | CHRM4 PAM | IDE cell inh | pCIP destab | CRFR2-BP antag | CRFBP-R2 agonist | MEKK3 PB1 HTS | IDE act | PHOSPHO1 block
1) CCOC(=O)N1CCN(C(=O)CSc2ccc3nnc(CCNC(=O)c4ccccc4)n3n2)CC1
→ 1 | 16 | -2 | -2 | -9 | -1.0 | 101 | 2 | -17
2) C=CCCN(Cc1ccccc1)S(=O)(=O)c1cc(Br)ccc1Br
→ -9 | -8 | 4 | · | 6 | -0.1 | · | 2 | ·
3) COC(=O)c1c(C(=O)OC)c(-c2cccc(Cl)c2)n2c1CS(=O)C2 (stereo unspecified)
→ -6 | -10 | -1 | 4 | -20 | 3.2 | 103 | -10 | 16
4) Cc1cccc(C)c1NC(=O)CN(C)CC(=O)c1c(N)n(Cc2ccccc2)c(=O)n(C)c1=O
→ -7 | 4 | -2 | · | -7 | 0.9 | · | 3 | ·
5) Cn1c(=O)n(CCOc2ccccc2Cl)c2ccccc21
→ -4 | -11 | 3 | -6 | 12 | -3.2 | 99 | 1 | 11
6) CCn1c(=O)cc(SCC(=O)Nc2ccc3c(c2)OCCO3)c2ccccc21
→ -4 | 4 | 4 | -5 | -8 | 0.2 | 103 | 3 | 18
7) Nc1cc(Nc2ccc(Br)cc2)nc(N)n1
→ -2 | 10 | -2 | 3 | -48 | 27 | 100 | -2 | 20
8) C=CCNS(=O)(=O)c1sccc1/C=N/O
→ -1 | 3 | 3 | -2 | -11 | 0.1 | 99 | 1 | -14
9) Cc1cccc(C)c1NC(=O)CSc1nnc(Cc2ccccc2)o1
→ -6 | 7 | 3 | 7 | 12 | -1.7 | 108 | 7 | -18
10) Cc1c(Cl)cccc1NC(=O)NCc1ccccn1
→ -2 | -4 | -3 | -21 | 7 | -0.7 | 109 | 1 | 19
11) Cc1nc2cc(NC(=O)CSc3nc4c(C)cccc4cc3C#N)ccc2s1
→ -3 | 15 | -8 | -27 | 14 | 0.5 | 109 | 9 | 42
12) C#CCOCCOCCOCCNc1nc(N2CCN(C(=O)[C@H](CO)n3cc([C@@H](N)C(C)C)nn3)CC2)nc(N2CCN(C(=O)[C@H](CCC(=O)O)n3cc([C@@H](N)[C@H](C)CC)nn3)CC2)n1
→ -7 | 5 | 6 | · | 15 | -2.1 | · | -1 | ·
13) COC(=O)c1ccc(CSc2nnc(CNC(=O)c3cccs3)o2)o1
→ -8 | 4 | -2 | -10 | -3 | 3.3 | 102 | -1 | 8
14) CSC[C@H]1CN(c2ccccc2)C(=O)[C@@H]1CC(=O)Nc1ccc(Br)cc1
→ -6 | -2 | · | · | -13 | 0.1 | · | · | ·
15) C=CCNC(=O)c1ccccc1NS(=O)(=O)c1ccc(SC)cc1
→ -2 | -5 | 1 | 8 | 22 | -0.2 | 99 | 4 | 21
16) CC(=O)N/C(N)=N/c1nc(=O)c2ccccc2s1
→ -2 | -6 | 8 | -6 | -12 | 2.0 | 107 | 3 | 20
17) CCc1ccc2[nH]c(=O)c(CN(CCN(CC)CC)C(=O)Nc3ccccc3OC)cc2c1
→ -4 | 4 | -3 | -4 | 1 | -1.2 | 73 | 0 | -3
18) CC(C)(C)OC(=O)C[C@H]1C/C=C\C[C@H](CC(=O)N[C@H](CO)Cc2ccccc2)C(=O)N[C@H](Cc2ccccc2)COC1=O
→ -3 | -3 | 0 | · | 8 | -1.8 | · | -1 | ·
19) CC1CCCN(C2(O)C(=O)Nc3ccc([N+](=O)[O-])cc32)C1 (stereo unspecified)
→ -11 | 2 | 0 | -8 | 6 | 0.1 | 110 | 1 | ·
20) COc1ccc(NC(=O)CN(C)S(=O)(=O)c2ccc3c(c2)CC(C)N3C(C)=O)c(OC)c1 (stereo unspecified)
→ 0 | 0 | 2 | -13 | -10 | 0.8 | 96 | 4 | 8
21) CCOC(=O)c1nc(Nc2ccc(C(=O)OC)cc2)c2ccccc2n1
→ 2 | -3 | -2 | -22 | 29 | -0.7 | · | -2 | -18
22) S=c1[nH]nc(C2CCCCC2)n1/N=C/C=C/c1ccccc1
→ -2 | 16 | 4 | 8 | -1 | 0.7 | · | 0 | 15
23) O=C(Nc1cc(Cl)ccc1O)C1CC(c2c(F)cccc2Cl)=NO1 (stereo unspecified)
→ -1 | -7 | -3 | 8 | -15 | 1.6 | 104 | 1 | 24
24) CC(OC(=O)c1cccc(-n2cnnn2)c1)c1nc2ccccc2c(=O)[nH]1 (stereo unspecified)
→ -6 | 4 | -3 | · | -11 | -0.6 | · | 3 | ·
25) CCCC(=O)Nc1nnc(CCN2CCCCC2)s1
→ -4 | 18 | -3 | -10 | -6 | -0.5 | 97 | 4 | 28
26) CCSc1nc(N)c2c3c(sc2n1)CN(C)CC3
→ · | · | 6 | 0 | · | · | 99 | · | 46
27) CCCOc1ccc(C(=O)CCN2CCN(C(=O)OCC)CC2)cc1
→ -5 | -5 | · | -12 | 5 | 2.6 | 98 | -7 | -24
28) OC(COc1ccccc1)CN1CCCC1 (stereo unspecified)
→ -8 | -1 | -1 | 0 | -1 | 1.4 | 104 | -5 | 49
29) CN(CC1CCCN(CCc2cccc(C(F)(F)F)c2)C1)C(=O)c1cc2ccccc2o1 (stereo unspecified)
→ -1 | -21 | · | 0 | -18 | 0.1 | 103 | 4 | 26
30) CC(C)(C)c1cc(NCCCn2ccnc2)n2ncc(-c3ccccc3)c2n1
→ 1 | 4 | -3 | -4 | 0 | 0.2 | 110 | · | -10
31) COc1ccc2c(COC(=O)CCS(=O)(=O)c3ccccc3)cc(=O)oc2c1
→ · | -22 | 4 | -29 | · | · | 102 | 6 | 17
32) Cn1c(Cn2c(=O)sc3ccccc32)nnc1SCc1cccnc1
→ 1 | 11 | -4 | 6 | 0 | -0.7 | 95 | 7 | 11
33) COCCn1c(SCC(=O)Nc2ccc(Cl)cn2)nnc1-c1ccncc1
→ 2 | -5 | -2 | -8 | 3 | 2.7 | 114 | 3 | -3
34) CN1CCN(C(=O)C2=C[C@H](c3ccc(C(F)(F)F)cc3)C[C@H](OCCCCO)O2)CC1
→ -3 | 6 | -3 | · | -4 | 2.0 | 100 | 2 | ·
35) C=CC[N+]1(CC(=O)NCc2ccc(NC(C)=O)cc2)CCOCC1
→ -5 | 6 | -5 | -8 | -3 | 0.1 | 110 | 0 | 33
36) CCCCN1C(=O)c2ccc(C(=O)Nc3ccc(S(=O)(=O)N(C)C)cc3)cc2C1=O
→ -6 | -10 | -6 | 5 | -47 | 6.8 | 99 | -1 | -3
37) CCOCc1nnc(NS(C)(=O)=O)s1
→ -2 | 0 | 1 | 12 | -1 | 0.8 | 99 | 4 | 10
38) Cc1oc2nc(SCC(=O)N3CCCCC3)nc(N)c2c1C
→ -10 | 20* | 1 | 2 | 0 | 0.4 | 91 | -2 | 3
39) O=C(c1ccc(Cl)cc1)N1C2C=CC(C2)C1(C(F)(F)F)C(F)(F)F (stereo unspecified)
→ -4 | 0 | -2 | 5 | -35 | -1.6 | 94 | -1 | 17
40) COc1ccc(NS(=O)(=O)c2cccc(C(=O)N3CCCC(C)C3)c2)cc1 (stereo unspecified)
→ -4 | 3 | 3 | · | 12 | -1.4 | · | 3 | ·
41) COc1ccccc1CC(=O)Nc1cc2oc3ccccc3c2cc1OC
→ -3 | -9 | -5 | -11 | -25 | -0.1 | 106 | 5 | -10
42) COc1ccc(N(C(=O)c2ccncc2)S(=O)(=O)c2ccc(OC)c(OC)c2)cc1
→ -2 | 0 | 1 | -17 | -2 | 0.6 | 100 | -2 | 12
43) COc1cccc(CC(NC(C)=O)C(=O)NC2CCN(c3c4c(nc5ncnn35)CCC4)CC2)c1OC (stereo unspecified)
→ · | · | 1 | -1 | · | · | 95 | · | -17
44) CCCCN(C(=O)COc1ccc(NC(C)=O)cc1)C1CCS(=O)(=O)C1 (stereo unspecified)
→ -6 | 7 | 10 | -13 | -9 | 3.1 | 106 | 3 | 28
45) CC(=O)N1CC2([N+](=O)[O-])CN(C(C)=O)CC([N+](=O)[O-])(C1)C2(C)C
→ -3 | 20* | -3 | -6 | -5 | 2.0 | 119 | 6 | 42
46) Cc1ccc(C(O)c2ccncc2)cc1 (stereo unspecified)
→ -7 | -9 | -5 | 6 | 10 | -2.2 | 98 | 6 | 30
47) CC(C)CN1C(=O)C(=O)N(CC(=O)N(C)CC(=O)Nc2ccc(F)cc2)C1=O
→ -6 | 10 | 1 | · | -14 | -0.1 | · | 4 | ·
48) O=C(COC(=O)c1c(Cl)ccc(Cl)c1Cl)NC(=O)NCc1ccccc1
→ -3 | -7 | 0 | 4 | -47 | 0.9 | 98 | 1 | 0
49) CN1CCN(C(=O)CCC(=O)O)CC1
→ -8 | -7 | 1 | 0 | 13 | -1.7 | 122 | -2 | 38
50) Cc1nn(-c2ccccc2)c(Cl)c1/C=C/C(=O)c1ccc(O)cc1
→ 0 | -2 | -1 | -3 | 58* | -0.9 | 99 | -3 | 8
51) CCOC(=O)CCCCCC(=O)Nc1ccc2c(c1)CC(=O)N([C@@H](C)CO)C[C@H](C)[C@@H](CN(C)C(=O)Nc1ccc3c(c1)OCO3)O2
→ -3 | -7 | · | · | 4 | 1.1 | · | 0 | ·
52) Clc1ccc(C2=Nn3c(nnc3-c3n[nH]c4c3CCC4)SC2)cc1
→ -2 | 1 | 4 | 0 | -1 | -0.8 | 92 | -3 | 73*
53) O=C(CCCn1c(=O)oc2ccccc21)NNC(=O)COc1ccc(F)cc1
→ -6 | 4 | -2 | · | -3 | -0.3 | · | 3 | ·
54) O=C(c1ccccc1)N1CCOC(O)(c2ccccc2)C1c1ccccc1 (stereo unspecified)
→ -2 | 3 | · | · | 7 | -0.3 | · | 1 | ·
55) COc1c2ccoc2c(OCC=C(C)C)c2oc(=O)ccc12
→ 2 | 4 | 5 | 0 | 14 | -2.9 | 97 | -4 | -1
56) O=C(N1CCCCC1)C1(S(=O)(=O)c2ccccc2)CC=CC1
→ -3 | 6 | 5 | -7 | -3 | -1.0 | 101 | 2 | 0
57) Cc1ccsc1-c1ccnc(-n2cccc2)n1
→ -4 | 12 | 3 | -7 | -49 | 2.6 | · | -1 | 0
58) CCC(CC)Nc1ccc(C(CC(N)=O)NC(=O)c2ccccc2)cc1[N+](=O)[O-] (stereo unspecified)
→ -6 | 5 | -2 | -3 | 5 | 0.6 | 102 | 6 | -2
59) Cc1ccc(S(=O)(=O)NCc2ccccc2)cc1C(=O)NCCc1ccc(S(N)(=O)=O)cc1
→ -6 | 7 | 8 | · | 12 | 4.9 | · | -3 | ·
60) CC(NC(=O)/C(C#N)=C/c1ccc(N2CCOCC2)cc1)c1ccccc1 (stereo unspecified)
→ 9 | -10 | 6 | -6 | -28 | 1.0 | 104 | 3 | 22
61) CC(=O)N1CCc2c(sc(NC(=O)CN3C(=O)c4ccccc4C3=O)c2C(N)=O)C1
→ 6 | 6 | -5 | 0 | 11 | -1.2 | 100 | 10 | 32
62) COc1ccc(/C=N/c2sc3c(c2C#N)CCN(Cc2ccccc2)C3)c(O)c1
→ · | · | 1 | -6 | · | · | 92 | · | 12

Screening data as filed in PubChem.
